High-throughput results as filed in PubChem BioAssay.
Bfl-1 inhibitors – Bfl-1 inhibitors, primary screen, biochemical, fluorescence polarization, FITC-Bid, mouse (AID 432); FITC-Bid BH3 peptide fluorescence polarization displacement; higher % means a stronger effect; displacement, % at 20 µM, or IC50 in µM where a hit was titrated; 0.02% of 64,000 active; in the data active means a potency from the dose series; inactive means the rest, 99 in 100 with displacement below about 15%; further: strong numbers were not always called active
HPDE-C7 cytotoxicity – cytotoxicity in HPDE-C7 cells, cell-based, fluorescence, HTS (AID 430); HPDE-C7 pancreatic duct cells viability, fluorescence; higher % means a stronger effect; cytotoxicity, % at 10 µM, or EC50 in µM where a hit was titrated; 1.8% of 63,000 active;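 further: cells exposed to compound for 48 hours before viability readout; 0% = vehicle and 100% = reference cytotoxic drug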
LYP phosphatase – LYP phosphatase inhibitors, primary screen, biochemical, DiFMUP fluorescence, recombinant catalytic domain, 10 µM (AID 606). Tyrosine-protein phosphatase non-receptor type 22 (Homo sapiens). recombinant LYP catalytic domain, DiFMUP fluorescence; higher % means a stronger effect. inhibition, % at 10 µM; hits with a dose series show IC50 in µM. 52,000 tested, under 10 active;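 active means IC50 under 40 µM in the dose-response test; inactive means IC50 of 40 µM or more, or never dose-tested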
Spn PMK inh – S. pneumoniae PMK inhibitors, primary screen, biochemical, mevalonate pathway, pilot trial included; purified PMK, PK/LDH-coupled NADH absorbance 340 nm; inhibition, % at 10 µM; 0.49% of 65,000 active; AID 539, 2006;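 active means top-ranked compounds by inhibition in the single 10 µM screen, taking a fixed number of the strongest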;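 further: 0% = full reaction with DMSO carrier and 100% = background rate without enzyme reaction; no value below 0 was filed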
DPM-DC inhibit – S. pneumoniae DPM-DC inhibitors, primary screen, biochemical, PK/LDH-coupled NADH fluorescence | calls only at 10 µM | purified DPM-DC | 0.49% of 65,000 active | diphosphomevalonate decarboxylase (Streptococcus pneumoniae D39);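 active means the 320 compounds with the highest percent inhibition in the single-dose primary screen, excluding strongly autofluorescent ones, cut at about 32% in these data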;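 further: kinetic rate of NADH fluorescence loss reporting ADP formed by the decarboxylase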
Alkaline phosphatase – human TNAP enzyme inhibitors, biochemical, luminescent (AID 518). Alkaline phosphatase, tissue-nonspecific isozyme (Homo sapiens). purified TNAP enzyme, luminescent substrate readout; higher % means a stronger effect. 0.09% of 64,000 active. one-dose inhibition, % at 20 µM; IC50 in µM for titrated hits; in the data active means a potency from the dose series; inactive means the rest, 99 in 100 with inhibition below about 22%;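 further: plate controls were vehicle for no effect and reference inhibitor for full effect; many of its hits are not listed in these tables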
HT1080 viability – cytotoxicity in HT1080 fibrosarcoma cells, cell-based, fluorescence readout (AID 620); HT1080 viability, fluorescence; higher % means a stronger effect; cytotoxicity, % at 10 µM; hits with a dose series show EC50 in µM; 0.42% of 87,000 active;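 further: cells exposed to compound overnight then 4 h with Alamar Blue; 0% = vehicle DMSO and 100% = killing control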
MK inhibit – S. pneumoniae MK inhibitors, primary screen, biochemical, PK/LDH-coupled NADH absorbance | mevalonate kinase [Streptococcus pneumoniae D39] | purified MK, PK/LDH-coupled NADH absorbance 340 nm | inhibition, % at 10 µM | 0.48% of 65,000 active;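 active means ranked among the strongest by inhibition in the single 10 µM screen, a fixed top-ranked set picked for dose follow-up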; further: no value below 0 was filed
KRASV12 cytotoxicity – cytotoxicity in KRAS-transformed pancreatic duct cells, primary screen, cell-based, fluorescence, HTS (AID 431); HPDE-C7K KRASV12 cells, Alamar Blue viability, 48 h; higher % means a stronger effect; cytotoxicity, % at 10 µM, or EC50 in µM where a hit was titrated; 1.7% of 63,000 active;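 active means compounds whose percent cytotoxicity in the single-dose primary screen, scaled between solvent and toxic-drug controls, exceeds 50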;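 further: 0% = DMSO solvent wells and 100% = doxorubicin-treated wells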
Spn PMK inh pilot replicates – recorded beside Spn PMK inh, whose call it bears; inhibition, %; measured here: pilot screen replicates
MK inhibit pilot replicates – recorded beside MK inhibit, whose call it bears; inhibition, %; measured here: pilot screen replicates
DPM-DC inhibit pilot screen % – second read-out of DPM-DC inhibit, no call of its own (marks repeat the call); inhibition, %; measured here: pilot screen trials
An asterisk follows results filed as active; i = inactive; . = not tested or not shown. Unless noted, no stated cut-off is given here; in the data, active means cytotoxicity above about 50%; inactive means the rest.

SMILES	Bfl-1 inhibitors	HPDE-C7 cytotoxicity	LYP phosphatase	Spn PMK inh	DPM-DC inhibit	Alkaline phosphatase	HT1080 viability	MK inhibit	KRASV12 cytotoxicity	others
COc1ccc(NC(=O)NCCCN2CCCCC2C)cc1 (stereo not drawn)	-1%	-5%	1%	12	i	10%	3%	0	3%
Cc1cc2cc(CNC(=O)c3ccc(S(=O)(=O)N4CCCCC4)cc3)ccc2n1C	-7%	12%	3%	10	i	8%	8%	0	6%
CC(C)(C)C(=O)Nc1ccccc1C(=O)Nc1cccnc1	-2%	2%	-11%	0	i	2%	-2%	8	-2%
O=C(CN1CCC(c2nc3ccccc3[nH]2)CC1)Nc1ccc2c(c1)OCO2	-3%	-10%	9%	12	i	7%	-3%	0	-10%
COc1ccccc1N1C(=O)CC(Sc2nccc(C)n2)C1=O (stereo not drawn)	-2%	-6%	4%	6	i	2%	6%	0	-11%
CC(C)Sc1nc2ccccc2n1CC(N)=O	-2%	-14%	7%	2	i	-1%	11%	0	12%
Cc1nc(SCC(=O)NCc2ccco2)c2c(C)c(C)sc2n1	-2%	-9%	8%	0	i	4%	-2%	4	-1%	Spn PMK inh pilot replicates=3.0;MK inhibit pilot replicates=2.0;DPM-DC inhibit pilot screen %=2.5
c1ccc(-n2ncc3c(N4CCN(c5ccccn5)CC4)nc(N4CCOCC4)nc32)cc1	4%	4%	.	6	i	2%	-1%	13	-12%
Cc1ccc(-c2csc3ncnc(OCC(=O)NC(=O)NCc4ccco4)c23)cc1	-5%	2%	12%	14	i	6%	-1%	0	3%
CCOC(=O)c1[nH]c2ccc(Br)cc2c1NC(=O)CCN1CCC(C(=O)OCC)CC1	4%	-12%	9%	5	i	16%	5%	6	14%	Spn PMK inh pilot replicates=3.0;MK inhibit pilot replicates=0.5;DPM-DC inhibit pilot screen %=2.5
COc1ccc(NC(=O)c2ccco2)c(OC)c1	-3%	12%	.	10	i	0%	-1%	7	2%
CCOc1cccc(-c2nnc3sc(COc4ccc(Cl)cc4)nn23)c1	-4%	11%	.	14	i	7%	37%	3	24%
COc1ccc(NC(=O)CC2Oc3ccccc3NC2=O)cc1 (stereo not drawn)	4%	4%	6%	0	i	10%	-4%	9	4%	Spn PMK inh pilot replicates=1.0;MK inhibit pilot replicates=1.0;DPM-DC inhibit pilot screen %=1.5
Cc1nc2ccc(S(=O)(=O)NC(C(=O)N3CCCC3)C(C)C)cc2s1 (stereo not drawn)	0%	-7%	5%	6	i	15%	-3%	8	-3%	Spn PMK inh pilot replicates=0.0;MK inhibit pilot replicates=4.0;DPM-DC inhibit pilot screen %=0.0
Cc1ccc2nc(NC(=O)c3ccc(Cn4cc(Cl)cn4)o3)sc2c1	.	.	.	0	i	.	-6%	1	.
Cc1onc(-c2ccccc2Cl)c1C(=O)OCC(=O)N1CCCc2ccccc21	-1%	-14%	9%	10	i	3%	0%	2	-1%
COc1ccc(S(=O)(=O)N(C)c2ccc(C(=O)N3CCOCC3)cc2)cc1	-5%	0%	.	4	i	9%	-4%	14	2%	Spn PMK inh pilot replicates=1.5;MK inhibit pilot replicates=0.0;DPM-DC inhibit pilot screen %=0.0
C=CCN(CC(=O)NCc1ccc(OC)cc1)C(=O)c1csnn1	-2%	-7%	.	15	i	8%	-13%	16	-9%
CSc1cccc(NC(=O)CN(C)S(=O)(=O)c2ccc(C)cc2)c1	-3%	4%	9%	1	i	4%	-5%	5	13%
Cn1c(SCc2ccccn2)nnc1-c1ccncc1	1%	2%	15%	10	i	10%	11%	0	5%

A draw from above in order of heavy-atom count, low to high:
SMILES	Bfl-1 inhibitors	HPDE-C7 cytotoxicity	LYP phosphatase	Spn PMK inh	DPM-DC inhibit	Alkaline phosphatase	HT1080 viability	MK inhibit	KRASV12 cytotoxicity	others
CC(C)Sc1nc2ccccc2n1CC(N)=O	-2%	-14%	7%	2	i	-1%	11%	0	12%
COc1ccc(NC(=O)c2ccco2)c(OC)c1	-3%	12%	.	10	i	0%	-1%	7	2%
Cn1c(SCc2ccccn2)nnc1-c1ccncc1	1%	2%	15%	10	i	10%	11%	0	5%
Cc1nc(SCC(=O)NCc2ccco2)c2c(C)c(C)sc2n1	-2%	-9%	8%	0	i	4%	-2%	4	-1%	Spn PMK inh pilot replicates=3.0;MK inhibit pilot replicates=2.0;DPM-DC inhibit pilot screen %=2.5
C=CCN(CC(=O)NCc1ccc(OC)cc1)C(=O)c1csnn1	-2%	-7%	.	15	i	8%	-13%	16	-9%
Cc1nc2ccc(S(=O)(=O)NC(C(=O)N3CCCC3)C(C)C)cc2s1 (stereo not drawn)	0%	-7%	5%	6	i	15%	-3%	8	-3%	Spn PMK inh pilot replicates=0.0;MK inhibit pilot replicates=4.0;DPM-DC inhibit pilot screen %=0.0
O=C(CN1CCC(c2nc3ccccc3[nH]2)CC1)Nc1ccc2c(c1)OCO2	-3%	-10%	9%	12	i	7%	-3%	0	-10%
Cc1onc(-c2ccccc2Cl)c1C(=O)OCC(=O)N1CCCc2ccccc21	-1%	-14%	9%	10	i	3%	0%	2	-1%
CCOC(=O)c1[nH]c2ccc(Br)cc2c1NC(=O)CCN1CCC(C(=O)OCC)CC1	4%	-12%	9%	5	i	16%	5%	6	14%	Spn PMK inh pilot replicates=3.0;MK inhibit pilot replicates=0.5;DPM-DC inhibit pilot screen %=2.5

(list continues)
SMILES	Bfl-1 inhibitors	HPDE-C7 cytotoxicity	LYP phosphatase	Spn PMK inh	DPM-DC inhibit	Alkaline phosphatase	HT1080 viability	MK inhibit	KRASV12 cytotoxicity	others
Cc1c(NC(=O)C2CCCNC2=O)c(=O)n(-c2ccccc2)n1C (stereo not drawn)	-1%	3%	9%	15	i	11%	13%	12	1%	Spn PMK inh pilot replicates=0.5;MK inhibit pilot replicates=0.5;DPM-DC inhibit pilot screen %=6.0
Cc1cc(Cn2ccnc2)c(C)cc1Cn1ccnc1	5%	-18%	6%	0	i	7%	23%	8	11%	Spn PMK inh pilot replicates=0.0;MK inhibit pilot replicates=0.0;DPM-DC inhibit pilot screen %=0.0
COc1ccc(C(C(=O)OC(C)CN(C)C)c2ccccc2)cc1 (stereo not drawn)	-5%	4%	18%	10	i	5%	2%	4	-8%
CC(=O)Nc1ccc(C(=O)NC2CCCC2)cc1	4%	-6%	14%	0	i	10%	-1%	0	-11%
CCOc1cccc(NC(=O)C2CC(=O)NC(=Nc3ccccc3)S2)c1 (stereo not drawn)	-2%	-8%	1%	2	i	7%	-9%	2	-7%
Cn1c(-c2ccccc2)c(CCO)c2ccccc21	4%	7%	-2%	0	i	12%	-1%	0	10%	Spn PMK inh pilot replicates=3.0;MK inhibit pilot replicates=0.0;DPM-DC inhibit pilot screen %=0.5
O=C(Nc1ccccc1)OCCOc1ccccc1	-8%	-18%	.	16	i	9%	0%	5	-3%
CC1CCCN(C(C(=O)Nc2ccc3c(c2)OCO3)c2ccccc2)C1 (stereo not drawn)	-4%	-2%	13%	0	i	15%	-10%	3	1%
O=C(CN(CC1CCCO1)C(=O)CCC(=O)Nc1ccccn1)NCC1CCCO1 (stereo not drawn)	3%	-10%	-8%	13	i	12%	8%	8	-7%	Spn PMK inh pilot replicates=3.0;MK inhibit pilot replicates=0.0;DPM-DC inhibit pilot screen %=3.5
COc1cc2ccccc2cc1C(=O)Nc1ccccc1N1CCN(S(C)(=O)=O)CC1	-12%	-8%	6%	0	i	7%	2%	0	-2%
CCOC(=O)CSc1nc2ccsc2c(=O)n1C1CCN(C(=O)OCC)CC1	6%	1%	12%	14	i	7%	7%	1	8%
CN(Cc1cccc(F)c1)C(=O)c1ccc(S(=O)(=O)C(F)F)cc1	-10%	-4%	9%	9	i	1%	6%	7	-13%
Nc1cc(=O)[nH]c(SCc2nnc(-c3ccccc3)o2)n1	-15%	-11%	-4%	10	i	5%	-8%	7	-18%
O=C1CCC/C1=c1\s/c(=C\c2cccnc2)c(=O)n1-c1ccccc1	1%	-4%	.	4	i	16%	-6%	9	-2%
O=C(O)Cn1c(-c2cscn2)nc2ccccc21	4%	-8%	3%	0	i	6%	-5%	1	-8%
Cc1ccc(Cn2c(CN3CCOCC3)nc3c2c(=O)n(C)c(=O)n3C)cc1	1%	-9%	4%	0	i	13%	-4%	13	3%	Spn PMK inh pilot replicates=0.5;MK inhibit pilot replicates=0.0;DPM-DC inhibit pilot screen %=0.5
CCCCNC(=O)CSc1nnc(-c2ccco2)n1C	-2%	.	.	15	i	4%	-1%	0	.
CN(CC(=O)NCCCN1CCOCC1)S(=O)(=O)c1ccc(Br)cc1	-6%	-1%	-3%	8	i	8%	0%	3	6%
C=CCn1c(N2CCCCCC2)nc2c1c(=O)[nH]c(=O)n2C	.	.	18%	12	i	.	-3%	7	.
CCc1nc(SCC(=O)Nc2nccs2)c2oc3ccccc3c2n1	5%	-19%	-23%	7	i	16%	2%	4	-21%	Spn PMK inh pilot replicates=3.5;MK inhibit pilot replicates=0.0;DPM-DC inhibit pilot screen %=2.0
CCCCOC(=O)Nc1ccc(S(=O)(=O)Nn2cnnc2)cc1	-4%	-2%	3%	1	i	3%	-2%	8	-5%
Cn1nccc1/C=C(/C#N)S(=O)(=O)c1ccccc1	2%	-7%	5%	3	i	2%	3%	11	-22%
CCn1c(Cc2ccccc2)nnc1SCC(=O)OC(C)C	0%	-5%	14%	24	i	5%	-17%	0	-8%
CCOC(=O)COc1cccc2c(=O)n(CC(=O)N3CCN(C(=O)OCC)CC3)ccc12	-4%	-9%	8%	11	i	4%	-1%	8	2%
COc1ccc2[nH]c3c(=O)n(CCCCC(=O)N4CCC(C(N)=O)CC4)c(=S)[nH]c3c2c1	4%	-8%	1%	5	i	12%	10%	10	-5%
CSc1ncc(Cl)c(C(=O)Nc2ccc(S(=O)(=O)N3CCOCC3)cc2)n1	-3%	8%	.	6	i	19%	-10%	10	13%	Spn PMK inh pilot replicates=2.0;MK inhibit pilot replicates=0.0;DPM-DC inhibit pilot screen %=0.0
CC(C)OC(=O)c1cccc(C(=O)OCc2ccco2)n1	-5%	-1%	.	13	i	-1%	6%	7	16%
COc1ccc(C(C)=O)cc1CSc1nnc(C)s1	4%	-11%	3%	0	i	7%	3%	2	-20%
COc1cc(S(=O)(=O)N2CCC(O)(c3cccc(C(F)(F)F)c3)CC2)ccc1-n1cnnn1	-6%	-10%	-14%	17	i	15%	3%	0	-9%
CCC(=O)NCCCCNC(=O)CC	7%	1%	13%	6	i	2%	12%	2	2%
CCOc1ccc(-c2nn3c(-c4ccc(F)cc4)nnc3s2)cc1	-2%	-8%	2%	4	i	5%	-6%	17	10%
CCCCn1c2c(c(=N)c3c1CCC3)CCC2	3%	-1%	0%	9	i	6%	5%	7	-11%
